ROCK2 inh: inhibitors of human ROCK2 kinase, primary screen, biochemical, high-throughput, luminescence; purified ROCK2, Kinase-Glo ATP depletion luminescence; inhibition, % at 6 µM; 60,000 tested, 0.35% active; AID 604, 2007;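 active means inhibition above the screen-wide mean inhibition plus 3 SD, cut at about 18% in these data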;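 further: plate controls were DMSO wells for no effect and Y-27632 control wells after no-enzyme background subtraction for full effect; many of its hits are not listed in these tables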
Target sequence (O75116 whole entry, looked up): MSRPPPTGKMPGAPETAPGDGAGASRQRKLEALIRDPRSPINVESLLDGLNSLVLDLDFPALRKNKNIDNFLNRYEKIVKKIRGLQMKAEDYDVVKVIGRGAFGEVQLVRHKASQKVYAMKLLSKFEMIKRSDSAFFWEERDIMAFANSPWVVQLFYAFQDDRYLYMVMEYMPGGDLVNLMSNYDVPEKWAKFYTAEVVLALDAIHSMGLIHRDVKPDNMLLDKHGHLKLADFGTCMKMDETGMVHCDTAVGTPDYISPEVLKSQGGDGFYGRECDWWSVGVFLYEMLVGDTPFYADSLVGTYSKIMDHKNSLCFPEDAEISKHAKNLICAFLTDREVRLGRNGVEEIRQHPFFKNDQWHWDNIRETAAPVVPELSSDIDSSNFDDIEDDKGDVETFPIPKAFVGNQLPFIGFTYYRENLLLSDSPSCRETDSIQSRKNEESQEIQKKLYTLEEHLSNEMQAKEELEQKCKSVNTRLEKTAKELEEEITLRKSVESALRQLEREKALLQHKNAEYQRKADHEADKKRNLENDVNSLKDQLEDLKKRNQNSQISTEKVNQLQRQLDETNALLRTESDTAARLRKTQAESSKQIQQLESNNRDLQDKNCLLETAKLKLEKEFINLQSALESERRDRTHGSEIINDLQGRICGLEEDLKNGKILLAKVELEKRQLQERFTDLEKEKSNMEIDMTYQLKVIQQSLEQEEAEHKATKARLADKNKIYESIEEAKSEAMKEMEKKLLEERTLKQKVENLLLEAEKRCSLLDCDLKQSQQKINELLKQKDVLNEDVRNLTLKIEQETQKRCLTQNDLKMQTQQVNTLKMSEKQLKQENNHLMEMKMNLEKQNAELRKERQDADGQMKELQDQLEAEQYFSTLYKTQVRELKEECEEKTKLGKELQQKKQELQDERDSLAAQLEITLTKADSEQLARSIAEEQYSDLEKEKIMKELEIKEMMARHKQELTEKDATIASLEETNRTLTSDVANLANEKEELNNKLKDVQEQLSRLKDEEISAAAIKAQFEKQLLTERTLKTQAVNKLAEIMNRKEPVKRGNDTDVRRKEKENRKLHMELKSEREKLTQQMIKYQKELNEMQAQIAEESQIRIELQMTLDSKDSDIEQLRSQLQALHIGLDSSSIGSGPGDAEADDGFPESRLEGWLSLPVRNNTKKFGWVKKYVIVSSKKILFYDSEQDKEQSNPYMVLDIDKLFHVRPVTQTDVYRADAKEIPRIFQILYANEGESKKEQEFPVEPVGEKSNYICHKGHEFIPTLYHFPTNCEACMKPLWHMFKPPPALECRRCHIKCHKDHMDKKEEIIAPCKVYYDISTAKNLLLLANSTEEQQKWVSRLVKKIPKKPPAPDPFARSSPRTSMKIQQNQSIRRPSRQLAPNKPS
JNK3 blocker: JNK3 kinase activity inhibitors, primary screen, biochemical, human, purified enzyme; Mitogen-activated protein kinase 10 (Homo sapiens), P53779; HTS; inhibition, % at 8 µM; 60,000 tested, 0.61% active; in the data active means inhibition above about 17%;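 further: 0% = DMSO and 100% = reference inhibitor; many of its hits are not listed in these tables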
tolC growth inh: growth inhibitors of E. coli tolC mutant, primary screen, strain BW25113 ΔtolC::kan, 384-well; OD615; growth inhibition, % at 10 µM (by protocol); 65,000 tested, 2.2% active; AID 573, 2007;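 active means growth inhibition at or above a cutoff equal to the mean over every tested compound plus 3 SD, cut at about 60% in these data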;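 further: growth measured after 20 h incubation at 37 °C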
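signal = optical density read at 615 nm | test system = E. coli ΔtolC::kan strain BW25113 | timing = 20 h compound exposure of bacteria at 37 °C | buffer or medium = LB medium plus 50 µg/mL kanamycin | compound dosing = 10 µM final, single dose | evaluation = % inhibition of E. coli growth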
Abs 340nm: compound light absorbance at 340 nm, profiling panel, artefact control, biochemical, MLSMR library, data from PS, PMK, MK assays | AID 708, 2007 | compound absorbance at 340 nm, fold over control | fold change at 10 µM | 65,000 tested, under 10 active;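 active means at 10 µM dose, initial 340 nm absorbance at least 2 fold that of control wells; inactive means change under 2 fold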;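 further: initial absorbance extrapolated from kinetic A340 decline of NADH oxidation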
HEK293 NFkB inh: inhibitors of PMA/ionomycin-induced NF-kB reporter, primary screen, antigen receptor NF-kB inhibitor project, cell-based, HEK-293 luciferase reporter, luminescence; HEK-293 NF-kB luciferase reporter; 62,000 tested, 0.21% active; inhibition, % at 3 µM;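 active means inhibition above the mean of all tested compounds plus 3 SD, cut at about 40% in these data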;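 further: 0% = stimulated DMSO wells and 100% = 10 µM reference inhibitor 5653914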
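Reagent: PMA plus ionomycin mix as NF-kB-activating stimulus. Assay system: NF-kB luciferase reporter HEK-293 cells. Technique: luminescence from luciferase substrate reagent. Incubation: 1 h compound pre-incubation, 16 h PMA/ionomycin at 37 °C. Benchmarks: DMSO only as uninhibited control, 10 µM reference inhibitor as full inhibition. Repeats: tested once.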
PKA kinase inh: inhibitors of human PKA kinase activity, primary screen, biochemical, ATP-depletion luminescence, Kemptide substrate. AID 524, 2006. PKA Kemptide phosphorylation, Kinase-Glo ATP luminescence. cAMP-dependent protein kinase catalytic subunit alpha (Homo sapiens), P17612. 65,000 tested, 0.1% active. inhibition, % at 6 µM;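 active means inhibition above the screen-wide mean inhibition plus 3 SD, cut at about 21% in these data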; further: many of its hits are not listed in these tables
NADH coupling: inhibitors of PK/LDH coupling enzymes, profiling panel, artefact control, biochemical, MLSMR library; IC50, µM (series often up to 10 µM), for the others: at the top dose inhibition; 65,000 tested, 0.02% active; coupled PK/LDH NADH assays, four targets;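 active means single-dose screening hits from any of four coupled enzyme assays that gave an IC50 when retested across doses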;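 further: the DPM-DC format reads NADH fluorescence rather than 340 nm absorbance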
Autofluor 339: intrinsic fluorescence of library compounds, ex339/em460 – biochemical, MLSMR library, data from DPM-DC assay, artefact control, profiling panel; 65,000 tested, 5.5% active; AID 709, 2007; compound autofluorescence, ex339/em460 nm, NADH buffer; stronger effect = higher value; 1 = no-compound wells, NADH background; fluorescence fold increase at 10 µM;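 active means at 10 µM, mean starting fluorescence two-fold or more over control wells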;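 further: signal is the first read of a kinetic run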
MMP13 inh: human MMP13 inhibitors, primary screen, biochemical, FRET peptide cleavage | Collagenase 3 (Homo sapiens), P45452 | MMP-13 fTHP FRET cleavage, Mca fluorescence | inhibition, % at 4 µM | 65,000 tested, 0.07% active | AID 570, 2006;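 active means inhibition above the mean of compound-free control plate wells plus 3 SD, cut at about 14% in these data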;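 further: 0% = DMSO wells and 100% = wells with reference MMP-13 inhibitor after basal subtraction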
* marks the source's active call; other numbers are inactive results; i = inactive; / = not tested or not shown; [ ] = dose if it differs, or a comment. A portion of the library; the hit share may differ from the screen's.

SMILES | ROCK2 inh | JNK3 blocker | tolC growth inh | Abs 340nm | HEK293 NFkB inh | PKA kinase inh | NADH coupling | Autofluor 339 | MMP13 inh
CC1(C)CC(=O)C2=C(C1)Nc1ccccc1NC2c1ccc2c(c1)OCO2 (stereo unspecified) | 3 | 2 | -6 | 1.2 | 12 | 8 | 6% | 1.1 | -5
N#Cc1nc(Cc2ccccc2)oc1NCCc1ccccc1 | 3 | 6 | 74* | 1 | -21 | 9 | 2% | 1.1 | 4
CCOC(=O)C1CCN(c2c(N3CCN(c4ccccc4OC)CC3)c(=O)c2=O)CC1 | 7 | -3 | 4 | 1.1 | 8 | 7 | 7% | 1 | 9
COC(=O)COc1ccc2oc(=O)cc(C)c2c1 | 2 | 11 | -8 | 1.1 | -3 | 2 | 12% | 2.3* | -16
C[C@@H](NC(=O)c1coc(=O)c(Br)c1)c1ccccc1 | / | / | -15 | 1.2 | -5 | 1 | 2% | 1.1 | -44
COc1ccc(-c2ccc(-c3noc(C(C)C)n3)c(OC)n2)cc1 | 11 | 5 | -6 | 1.1 | -8 | 3 | 4%[fluoresces] | 4* | -128[fluorescence artefact?]
CN1C(=O)N(C)C(NC(=O)Nc2ccccc2)C1NC(=O)Nc1ccccc1 (stereo unspecified) | -1 | 0 | -6 | 1 | 16 | 4 | 6% | 1.1 | -9
O=S(=O)(Nc1ccc(N2CCCCC2)cc1)c1cccs1 | 5 | -6 | 14 | 1 | 14 | 6 | 7% | 1 | -1
CCOC(=O)c1[nH]c2ccc(F)cc2c1NC(=O)C(C)N1CCc2cc(OC)c(OC)cc2C1 (stereo unspecified) | -6 | 2 | 24 | 1 | 12 | -5 | 7% | 1.4 | -25
Cc1ccc2nc(N3CCN(Cc4nnnn4Cc4ccccc4)CC3)c(C#N)cc2c1 | 1 | 2 | 12 | 1 | 0 | 1 | 2% | 1.2 | -33
CCOC(=O)c1cccc(C(=O)OCC)n1 | 7 | 5 | -20 | 1 | 6 | 10 | 3% | 1.1 | 2
Cc1ccc(S(=O)(=O)N(C)CCCC(=O)N2CCN(C=O)CC2)cc1 | 6 | -2 | -10 | 1 | 13 | 8 | 4% | 1.1 | 2
Cc1ccc(-c2csc3ncn(-n4c(C)ccc4C)c(=O)c23)o1 | 1 | 1 | 67* | 1 | 17 | -2 | 3% | 1.1 | 6
Cc1cccc(NC(=O)C2CCN(S(=O)(=O)c3cccc4nsnc34)CC2)n1 | 6 | 9 | -14 | 1 | -15 | 17 | 8% | 1.1 | 7
COc1cccc(C=Nc2cc(C)on2)c1O | 4 | 7 | -8 | 1 | 17 | 9 | 7% | 1.1 | -4
Cc1nn(C)c(C)c1S(=O)(=O)N1CCCC(C(=O)N2CCN(c3ccc(Cl)cc3)CC2)C1 (stereo unspecified) | -1 | -5 | -12 | 0.98 | 7 | -2 | 4% | 1 | 2
O=C(NCCc1ccccc1)c1cnn2c(C(F)F)cc(C3CC3)nc12 | 6 | 1 | 50 | 1.1 | 14 | 6 | 9% | 1.6 | -5
COCCOC(=O)C1=C(C)NC2=C(C(=O)CCC2)C1c1ccc(N(C)C)cc1 (stereo unspecified) | 6 | -7 | 5 | 1.1 | 12 | 9 | 2% | 1.2 | -5
Cc1ccc(NC(=O)Cn2cccc2)cc1Cl | 7 | 2 | -3 | 0.97 | 16 | 12 | 11% | 1 | -2
C=CCn1c(C)cc(C(=O)CSc2nc3ccccc3c(=O)[nH]2)c1C | 6 | -1 | 0 | 1 | -41 | 5 | 2% | 1 | -9

Nothing new here: an excerpt of the list.
SMILES | ROCK2 inh | JNK3 blocker | tolC growth inh | Abs 340nm | HEK293 NFkB inh | PKA kinase inh | NADH coupling | Autofluor 339 | MMP13 inh
N#Cc1nc(Cc2ccccc2)oc1NCCc1ccccc1 | 3 | 6 | 74* | 1 | -21 | 9 | 2% | 1.1 | 4
CCOC(=O)C1CCN(c2c(N3CCN(c4ccccc4OC)CC3)c(=O)c2=O)CC1 | 7 | -3 | 4 | 1.1 | 8 | 7 | 7% | 1 | 9
COC(=O)COc1ccc2oc(=O)cc(C)c2c1 | 2 | 11 | -8 | 1.1 | -3 | 2 | 12% | 2.3* | -16
C[C@@H](NC(=O)c1coc(=O)c(Br)c1)c1ccccc1 | / | / | -15 | 1.2 | -5 | 1 | 2% | 1.1 | -44

The listing picks up, repeating the 2 entries before the break.
SMILES | ROCK2 inh | JNK3 blocker | tolC growth inh | Abs 340nm | HEK293 NFkB inh | PKA kinase inh | NADH coupling | Autofluor 339 | MMP13 inh
Cc1ccc(NC(=O)Cn2cccc2)cc1Cl | 7 | 2 | -3 | 0.97 | 16 | 12 | 11% | 1 | -2
C=CCn1c(C)cc(C(=O)CSc2nc3ccccc3c(=O)[nH]2)c1C | 6 | -1 | 0 | 1 | -41 | 5 | 2% | 1 | -9
CC(NC(=O)c1ccccc1)C(=O)NC1=NCCS1 (stereo unspecified) | 7 | 1 | -10 | 1 | 16 | 3 | 5% | 1.1 | -2
CCOC(=O)N1CCN(C(=O)c2oc3ccc(S(=O)(=O)N4CC(C)CC(C)C4)cc3c2C)CC1 (stereo unspecified) | / | / | 13 | 1 | 24 | 0 | 5% | 1.1 | 6
Cc1cc(C)n2c(SCc3ccc(C#N)cc3)nnc2n1 | 4 | 1 | -3 | 0.99 | 4 | 12 | 4% | 1.1 | 0
Fc1ccccc1COc1cccc(/C=N/n2cnnc2)c1 | 5 | -5 | 13 | 1 | 7 | 10 | 7% | 1.2 | -5
Cc1c(C)c2ccc(OCC(=O)N(C)C)c(C)c2oc1=O | 8 | -3 | -11 | 1.2 | 1 | 8 | 13%[fluoresces] | 3.7* | -140[fluorescence artefact?]
CCOC(=O)c1sc2nc(CC(=O)OC)nc(N3CCN(c4ccccn4)CC3)c2c1C | 2 | 4 | 66* | 1.1 | 20 | 4 | 15% | 1.9 | -1
Nc1nc2c(s1)CC(c1ccccc1)CC2 (stereo unspecified) | -1 | 5 | 18 | 0.99 | 12 | 4 | 7% | 1.1 | 2
Cc1ccc(-c2nnn(CC(=O)Nc3ccc4nn(-c5ccccc5)nc4c3)n2)o1 | 1 | 1 | -5 | 1.1 | -1 | 0 | 11% | 1.3 | -36
Cc1onc(-c2c(F)cccc2Cl)c1C(=O)OCN1C(=O)c2ccccc2C1=O | -2 | -10 | 6 | 1 | 15 | -5 | 4% | 1.1 | 4
COC(=O)c1ccc2[nH]c(C)cc(=O)c2c1 | / | / | 4 | 1.1 | -4 | 7 | 7%[fluoresces] | 2.3* | -58
O=C(c1cc(-c2cccc(O)c2)on1)N1CCN(C(c2ccccc2)c2ccccc2)CC1 | -1 | -3 | 28 | 1 | 3 | -5 | 4% | 1 | 6
CS(=O)(=O)N1CCC(C(=O)Nc2ccc(F)cc2F)CC1 | -1 | 4 | -9 | 0.98 | 20 | -4 | 6% | 1 | 3
CC(CC1C(C#N)=C(N)OC2=C1C(=O)CCC2)c1ccccc1 (stereo unspecified) | 6 | 2 | 3 | 1 | 10 | -2 | 7% | 1.1 | 3
Cc1cc(C)n(-c2ccc(C(=O)NCc3cccs3)cc2)n1 | 2 | 0 | -2 | 1 | -11 | 2 | 5% | 1.1 | -2
CCOCCc1nnc(NC(=O)CSc2ccccc2)s1 | 1 | -10 | -7 | 1 | 14 | 3 | 3% | 1.1 | 2
Cc1cc2c3nonc3ccc2n1C | -2 | 14 | 22 | 1 | -3 | 4 | 5% | 1.3 | 0
CSc1nnc(-c2ccc(S(=O)(=O)N3CCOCC3)cc2)n1CC1CCCO1 (stereo unspecified) | 6 | -1 | -16 | 1 | 12 | 8 | 5% | 1.1 | -19
COc1ccc(S(=O)(=O)Cc2ccc(C(=O)NC3CCCC3)o2)cc1 | 0 | 3 | 4 | 0.99 | 11 | -6 | 3% | 1.1 | 2
COC(=O)c1cc(OC)c(OC)cc1NC(=O)CN1CCCCC1 | 5 | 0 | -7 | 1 | 19 | 1 | 6% | 1.2 | 3
Cn1c(Cn2c(=O)sc3ccccc32)nnc1SCC(=O)Nc1ccc(F)cc1 | 6 | 6 | -12 | 1 | 14 | 6 | 2% | 1 | -3
COc1ccc2c(c1OC)C(=O)N1c3ccccc3C(=O)N(c3ccccc3)C21 (stereo unspecified) | -4 | 3 | 8 | 1.1 | / | 4 | 4% | 1.1 | 0
CC1=C(C#N)C(=O)N(C)C(C)(C)C1 | 10 | -2 | -29 | 1 | -1 | 4 | 6% | 1.2 | 2
Cc1sc(NC(=O)c2ccc(Cl)s2)c(C(N)=O)c1C | 2 | 4 | 21 | 1.1 | -54 | 3 | 2% | 1.1 | -5
COc1ccc(Cl)cc1C(=O)Nn1cnc2ccccc2c1=O | 7 | -4 | -19 | 0.96 | 3 | 6 | 4% | 1.1 | -2
CCc1nnc(NC(=O)C2CCCN2C(=O)Nc2ccccc2OC)s1 (stereo unspecified) | / | / | -21 | 1 | 16 | 5 | 3% | 1.1 | 0
CCN1CCN(c2ccc(NC(=O)COc3ccccc3Cl)cc2)CC1 | 1 | -4 | -1 | 1 | 6 | 10 | 2% | 1 | 0
CCCn1c(=NC(C)=O)c(C(=O)OCC)cc2c(=O)n3ccccc3nc21 | -2 | 0 | -4 | 1.1 | 5 | -4 | 9%[fluoresces] | 3.9* | i[fluorescence artefact?]
O=C(CSc1nc(-c2ccccc2)cc(=O)[nH]1)NCc1ccc2c(c1)OCO2 | -9 | -9 | 16 | 1.1 | 5 | -1 | 2% | 1.1 | 2
Cc1ccc(OCc2nnc(SCC(=O)NC3CCCCC3)n2C)cc1 | 4 | -1 | -5 | 0.96 | 12 | 1 | 6% | 1.1 | 2

Four entries from above, with tabs:
canonical_smiles	ROCK2 inh	JNK3 blocker	tolC growth inh	Abs 340nm	HEK293 NFkB inh	PKA kinase inh	NADH coupling	Autofluor 339	MMP13 inh
CCN1CCN(c2ccc(NC(=O)COc3ccccc3Cl)cc2)CC1	1	-4	-1	1	6	10	2%	1	0
CCCn1c(=NC(C)=O)c(C(=O)OCC)cc2c(=O)n3ccccc3nc21	-2	0	-4	1.1	5	-4	9%[fluoresces]	3.9*	i[fluorescence artefact?]
Cc1ccc(OCc2nnc(SCC(=O)NC3CCCCC3)n2C)cc1	4	-1	-5	0.96	12	1	6%	1.1	2
COc1ccc2c(c1OC)C(=O)N1c3ccccc3C(=O)N(c3ccccc3)C21 (stereo unspecified)	-4	3	8	1.1	/	4	4%	1.1	0
